STK33 inh: inhibitors of purified STK33 kinase, primary screen, biochemical, ADP-Glo luminescence, homogeneous, cell-free; Serine/threonine-protein kinase 33 (Homo sapiens), Q9BYT3; MBP phosphorylation; inhibition, % at 10 µM; actives 0.073% (n = 320,000);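 active = inhibition at or above 25%, using the most active replicate where run in duplicate; inactive = inhibition below 25%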
Target sequence (Q9BYT3 whole entry, looked up): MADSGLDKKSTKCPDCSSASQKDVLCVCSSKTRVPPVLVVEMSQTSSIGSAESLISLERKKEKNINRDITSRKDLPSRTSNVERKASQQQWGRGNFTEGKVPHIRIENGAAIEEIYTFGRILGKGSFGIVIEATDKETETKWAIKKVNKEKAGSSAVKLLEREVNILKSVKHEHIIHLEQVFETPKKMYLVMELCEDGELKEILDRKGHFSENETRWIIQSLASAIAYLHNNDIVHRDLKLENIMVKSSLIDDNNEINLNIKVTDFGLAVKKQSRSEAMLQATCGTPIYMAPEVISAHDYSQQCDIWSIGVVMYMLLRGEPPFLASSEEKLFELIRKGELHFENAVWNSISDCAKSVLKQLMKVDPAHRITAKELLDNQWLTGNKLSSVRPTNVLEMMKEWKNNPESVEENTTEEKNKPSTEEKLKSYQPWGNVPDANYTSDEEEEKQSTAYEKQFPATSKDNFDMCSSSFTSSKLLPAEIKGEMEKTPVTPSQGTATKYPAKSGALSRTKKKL
Kir21 inh: inhibitors of mouse Kir2.1 inward-rectifier potassium channel. Inward rectifier potassium channel 2 (Mus musculus), P35561. B-score at 10 µM. HEK293-Kir2.1, FluxOR thallium flux fluorescence; stronger effect = lower value. actives 0.85% (n = 310,000). AID 1672, 2009;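 active = fluorescence ratio B-score at or below minus 3 SD of library scores, with starting-brightness B-score within 2 SD, cut at about -4.2 in these data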;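 note: channel flux triggered by added potassium and thallium sulfate stimulus; B-score of peak minus minimum fluorescence over baseline after thallium stimulus; more negative B-score means stronger Kir2.1 block with less thallium influx; some compounds called inactive have numbers as strong as hits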
Target sequence (P35561 whole entry, looked up): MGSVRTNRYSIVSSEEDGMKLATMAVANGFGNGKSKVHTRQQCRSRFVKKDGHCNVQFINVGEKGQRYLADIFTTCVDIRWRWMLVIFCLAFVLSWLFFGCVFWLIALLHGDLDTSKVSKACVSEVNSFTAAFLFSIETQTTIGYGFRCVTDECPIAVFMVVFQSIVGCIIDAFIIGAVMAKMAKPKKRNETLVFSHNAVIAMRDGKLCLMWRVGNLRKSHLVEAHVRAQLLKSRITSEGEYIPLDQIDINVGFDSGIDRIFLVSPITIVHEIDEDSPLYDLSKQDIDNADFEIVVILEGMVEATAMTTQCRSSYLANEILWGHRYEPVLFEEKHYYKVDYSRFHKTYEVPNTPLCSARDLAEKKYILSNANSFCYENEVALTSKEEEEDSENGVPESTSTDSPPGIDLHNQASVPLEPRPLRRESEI
Starred values were filed as active, the others as inactive; . = no result given.

Every second line gives: STK33 inh | Kir21 inh
- O=C(Nc1ccccc1)c1nc[nH]c1C(=O)NCc1ccccc1
    0.8 | .
- Cc1cccc(N2CCN(Cc3cc(=O)n4ccsc4n3)CC2)c1C
    0.1 | 2
- O=C(Oc1ccc([N+](=O)[O-])cc1)c1ccc(Cl)c(S(=O)(=O)N2CCCCC2)c1
    -1.7 | -0.34
- CCOc1ccccc1CNc1nc2nc3c(c(=O)n2[nH]1)CCC3
    -1.7 | -0.03
- COc1cc(Cc2ccc(N)c(OC)c2)ccc1N
    -1.3 | 0.27
- COc1ccc(NS(=O)(=O)c2ccc3c(c2)NC(=O)CC(=O)N3)cc1OC
    -2.1 | -0.08
- Cc1ccc(SCC(=O)n2nc(C)cc2C)cc1
    0.4 | -0.89
- COc1ccc(CNC(=O)CCC(=O)N2CCN(C(C)=O)CC2)cc1
    -1.6 | -0.19
- COc1ccc(C(=O)NCC(=O)OCC(=O)Nc2cccc(S(=O)(=O)N3CCCC3)c2)cc1
    -1.0 | 2.3
- CCOC(=O)/C(C#N)=C/C1=C(N2CCOCC2)CC(C)(C)OC1
    0.1 | 0.03

Additional results follow:
Every second line gives: STK33 inh | Kir21 inh
- O=C(COc1ccccc1)N1CCN(C(=O)Cc2ccccc2)CC1
    -1.8 | 0.09
- O=C(CSc1nc2ccccc2[nH]1)NC1CCCc2ccccc21 (stereo not given)
    -2.5 | -1.4
- CCCCCCCCCCCCN1C(=O)CSC1c1cccnc1 (stereo not given)
    1.3 | 1.2
- CC1(C)OC(=O)C(C(c2ccccc2)C(C#N)C(N)=O)=C(O)O1 (stereo not given)
    -1.4 | 0.49
- Cc1sc2nc(SCC(=O)N(CCO)CCO)nc(N)c2c1C
    -0.4 | -0.55
- c1ccc(Cc2nnc3sc(C4COc5ccccc5O4)nn23)cc1 (stereo not given)
    -0.3 | -0.14
- COc1ccc(N2CCN(C(=O)CSc3nnc(-c4ccco4)n3C)CC2)cc1
    0.2 | -0.02
- CC(C)(C)C(=O)NNC(=O)C1CC1(c1ccccc1)c1ccccc1 (stereo not given)
    -0.7 | 0.8
- COc1cccc(NC(=O)N2CCCC2C(=O)Nc2ccc3c(c2)OCO3)c1 (stereo not given)
    -0.8 | -0.01
- CC(C(=O)NCCc1ccc(F)cc1)N1CCN(Cc2ccccc2)CC1 (stereo not given)
    -1.1 | -1.4

Next section
Every second line gives: STK33 inh | Kir21 inh
- CCOc1ccccc1N(CC(=O)Nc1cccnc1)S(=O)(=O)c1ccc(C)cc1
    0.6 | -0.56
- Cc1ccc(/C=N/NC(=O)c2cccc(NC(=O)c3ccccc3Cl)c2)o1
    0.3 | 1
- Nc1[nH]n(-c2c(Cl)cc(Cl)cc2Cl)c(=O)c1N=Nc1ccc(S(=O)(=O)Nc2ncccn2)cc1
    0.6 | .
- Cc1ccc(OCCC(=O)Nc2ccccc2C(=O)NC2CC2)cc1
    -0.1 | 0.2
- CC1=NN(c2ccccc2)C(=O)C1(C)C
    -0.8 | -1.1
- Cc1ccc(-c2nnn(CC(=O)N(Cc3ccco3)C(C(=O)NC(C)(C)C)c3ccc(C)o3)n2)o1 (stereo not given)
    0.3 | -0.46
- CCCCc1nc2cc(C(=O)N(C)C(C)c3ccccn3)ccc2o1 (stereo not given)
    . | 1.5
- CCc1ccc(NC(=O)C(C)OC(=O)/C=C/c2cccc([N+](=O)[O-])c2)cc1 (stereo not given)
    -0.9 | 1.8
- Cc1cc(NC(=O)CN2CCN(C/C=C/c3ccccc3)CC2)c([N+](=O)[O-])cc1C
    -1.1 | 0.28
- COc1ccc(OC)c(NC(=O)CC2Oc3ccccc3NC2=O)c1 (stereo not given)
    -0.8 | 0.36

Structural class, those above with a cyano group
Every second line gives: STK33 inh | Kir21 inh
- CCOC(=O)/C(C#N)=C/C1=C(N2CCOCC2)CC(C)(C)OC1
    0.1 | 0.03
- CC1(C)OC(=O)C(C(c2ccccc2)C(C#N)C(N)=O)=C(O)O1 (stereo not given)
    -1.4 | 0.49

The results go on.
Every second line gives: STK33 inh | Kir21 inh
- CC(Oc1cccc(Cl)c1)C(=O)N1CCCN(C)CC1 (stereo not given)
    -0.9 | -0.01
- CCCn1c(-c2ccccc2)nc2c(=O)n(C)c(=O)[nH]c21
    -2.1 | 0.58
- CC(C)C1Cc2nc(Cl)c(C#N)cc2CO1 (stereo not given)
    -0.8 | -1.6
- COc1ccc(CCN2CC(C(=O)NCc3ccccc3)CCC2=O)cc1 (stereo not given)
    . | 0.01
- CCOC(=O)C1CCN(c2c(NCCCN3CCCCC3)c(=O)c2=O)CC1
    0.1 | -0.21
- C=CCN1CC2(c3ccccc3)CN(CC=C)CC(c3ccccc3)(C1)C2=O
    . | -1.2
- CCCC1S/C(=N/N=C/c2ccc(OC)cc2)N(Cc2ccc(OC)cc2)C1=O (stereo not given)
    -2.0 | -0.32
- CC(Oc1ccccc1)c1ccn[nH]1 (stereo not given)
    -1.1 | 1.6
- O=C(NC(Cc1ccccc1)C(=O)O)/C(=C/c1ccccc1)NC(=O)c1ccco1 (stereo not given)
    0.5 | 0.5
- Cn1nnnc1SCCNS(=O)(=O)c1ccccc1
    -2.5 | 0.4

The listing continues:
Every second line gives: STK33 inh | Kir21 inh
- CCCCC1CCC(C(=O)N(CCCC)c2c(N)n(CCCC)c(=O)[nH]c2=O)CC1 (stereo not given)
    -2.2 | -1.8
- CN1C(=O)[C@H]2[C@@H](/C=C/c3ccccc3)N3C(=O)CN(CCO)C(=O)[C@@]3(C)[C@H]2C1=O
    -1.5 | 0.44
- CC(C)(C)c1ccc(/C=C/C(=O)Nc2nncs2)cc1
    -1.2 | -2
- CCOC(=O)c1[nH]c(C)c(C(=O)Nc2ccc(F)cc2)c1C
    -2.0 | -0.87
- O=C(CSc1nnnn1-c1ccccc1)Nc1ccc(N2CCOCC2)c(Cl)c1
    -2.0 | 0.04
- COc1ccc(/C=C2\COc3ccccc3C2=O)cc1OC
    1.1 | -1.9
- Cc1nn(-c2ccccc2)c2c1C(c1cccs1)C(C#N)=C(N)O2 (stereo not given)
    0.5 | -1.1
- CCCCOC(=O)C1=C(C)Nc2ncnn2C1c1ccc(OC)c(OC)c1 (stereo not given)
    -1.5 | -0.86
- C=CCc1cccc(/C=N/NC(=O)CCCNc2ccc(C)cc2)c1O
    -1.8 | -0.15
- COc1ccccc1NC(=S)N(Cc1ccco1)Cc1cc2cc(C)c(C)cc2[nH]c1=O
    -1.0 | -0.03

Next part:
Every second line gives: STK33 inh | Kir21 inh
- CC(=O)N1CSCC1C(=O)O (stereo not given)
    0.0 | -2.1
- Cc1ccc(S(=O)(=O)Oc2ccc(/C=N/NC(=O)c3cccnc3)cc2)cc1
    0.1 | -0.3
- CCCCC(=O)Nc1nnc(S(=O)(=O)N(CC)c2ccc(OC)cc2)s1
    -1.8 | 2.2
- Cc1nnsc1C(=O)NNc1c(Cl)cccc1Cl
    -0.1 | -0.34
- CCOC(=O)CSc1nnc(Cc2ccccc2)n1CC1CCCO1 (stereo not given)
    -0.2 | -1.3
- CC(Oc1ccc(Cl)cc1)C(=O)Nc1ccccc1C(=O)N1CCOCC1 (stereo not given)
    -2.7 | 1.5
- Cc1cc(C(=O)NC(C)c2ccccc2)c2cc(F)ccc2n1 (stereo not given)
    -1.6 | -1.4
- Cc1[nH]nc2c1C(c1ccc3c(c1)OCO3)C(C#N)=C(N)O2 (stereo not given)
    1.1 | -2.1
- Cc1ccccc1OCC(O)Cn1nnc2ccccc21 (stereo not given)
    0.7 | .
- CCOC(=O)c1[nH]ncc1CN1CCCC(C(=O)c2cccc3ccccc23)C1 (stereo not given)
    0.0 | 1.2

(continued)
Every second line gives: STK33 inh | Kir21 inh
- O=C(Nc1ccc(N2CCCCC2)cc1)c1ccc2c(c1)OCCO2
    -0.1 | -1.1
- O=[N+]([O-])c1cc2c(cc1C=Nc1ccccc1)OCO2
    -5.8 | 0.09
- Cc1cc(NC(=O)C(C)SCC(=O)Nc2cc(Cl)ccc2N2CCN(C)CC2)no1 (stereo not given)
    -1.4 | -0.05
- COc1ccc2oc(=O)c(C(=O)N3CCN(c4ccccc4F)CC3)cc2c1
    -0.5 | -1.7
- O=C(Nc1nnc(-c2ccco2)o1)c1ccc(S(=O)(=O)N2CCCC2)cc1
    -0.6 | -0.96
- CCN(CC)C(=O)CSc1nnc([C@@H](NC(=O)OC(C)(C)C)C(C)C)o1
    0.8 | 0.38
- O=C(c1ccccc1F)N1CCN=C1c1ccccc1
    -1.6 | 0.23
- Cc1ccc(C(C)C)c(OCC(=O)OCC(=O)c2c(N)n(C)c(=O)n(C)c2=O)c1
    0.0 | .
- O=C(NC1CCCC1)c1ccc(CNc2c(N3CCOCC3)c(=O)c2=O)cc1
    -0.5 | 2
- CC(=O)Nc1ccc(C(=O)N2CCN(S(=O)(=O)c3ccc4c(c3)OCCCO4)CC2)cc1
    -1.4 | .

The list continues.
Every second line gives: STK33 inh | Kir21 inh
- CC1CN(C)C(C)C/C1=N\Oc1ccc([N+](=O)[O-])cc1 (stereo not given)
    0.6 | -1.5
- O=C(Nc1ncccn1)c1ccc([N+](=O)[O-])cc1Cl
    -1.4 | 1.1
- CC(=O)c1cccc(NC(=S)NC(=O)c2ccccc2Br)c1
    -1.7 | -0.45
- COc1ccc(CCNC(=O)C2CCCN2C(=O)Nc2ccc(Cl)cc2)cc1OC (stereo not given)
    -1.2 | -0.05
- O=C(NC(=S)N(CCCCO)C1CCCCC1)c1sc2ccccc2c1Cl
    -1.6 | -2.3
- Fc1ccc(Nc2nc3ccccc3s2)cc1
    -0.2 | 2.3
- CCOC(=O)C1=C(COC(=O)CC(C)c2ccccc2)NC(=O)NC1C (stereo not given)
    -0.4 | .
- CCn1c(/N=C/c2ccccc2NS(=O)(=O)c2ccc(C)cc2)nc2ccccc21
    -1.1 | .
- CCc1ccc(C2=NN(C(=O)OC)C(O)(C(F)(F)F)C2)cc1 (stereo not given)
    -1.6 | 0
- CCn1c(SCC(=O)N2CCN(S(=O)(=O)c3ccccc3)CC2)nnc1-c1cccs1
    0.4 | 0.92

Continuation:
Every second line gives: STK33 inh | Kir21 inh
- CCOC(=O)c1csc(NC(=O)c2cc3ccccc3o2)n1
    -0.3 | -1.3
- CS(=O)(=O)NCc1ccc(C(=O)O)cc1
    0.4 | -0.04
- COc1ccc(OC)c(NC(=S)N2CCN(c3ccccn3)CC2)c1
    -1.8 | 0.25
- Cc1cc(NC(=O)CCC(=O)N(CC(=O)NC2CCCC2)c2ccc(C(C)C)cc2)no1
    -1.8 | -4.2
- O=C(Cn1c(=O)[nH]c2ccccc2c1=O)Nc1ccc2c(c1)OCCO2
    -1.4 | 1.4
- Cc1ccccc1NC(=O)c1ccc2c(c1)N(C)CCS2
    -0.4 | -0.42
- Cc1ccc(C(=O)NC(=O)OCCn2c(C)cnc2[N+](=O)[O-])cc1
    -0.5 | 0.01
- COc1ccc(CNC(=O)COC(=O)c2cnccn2)cc1
    -1.1 | 0.93
- COC(=O)c1sc(NC(=O)C2CCCO2)c(C(=O)OC)c1C (stereo not given)
    -1.4 | -0.32
- CCOC(=O)C1=C(C)NC(C)=C(C(=O)OCC)C1C(=O)OCC(=O)N1CCOCC1
    -0.1 | .

Other entries
Every second line gives: STK33 inh | Kir21 inh
- CC(C)(C)NC(=O)C(c1ccsc1)N(CCc1ccccc1)C(=O)Cn1nnc2ccccc21 (stereo not given)
    -0.6 | -2.2
- CC(=O)Nc1ccc(-c2nc3cc(Cl)ccc3o2)cc1
    0.4 | 0.01
- CC(NC(=O)C1CCCN1C(=O)OCc1ccccc1)c1ccccc1 (stereo not given)
    -0.4 | -0.64
- CC(C)(C=O)C1=CC(=O)c2ccccc2C1=O
    2.6 | .
- CS(=O)(=O)N(CC(O)Cn1c2ccccc2c2ccccc21)c1ccccc1 (stereo not given)
    -1.3 | -1.2
- CC(c1ccccc1)n1c(N2CCN(C)CC2)nc2c1c(=O)[nH]c(=O)n2C (stereo not given)
    -0.3 | 0.05
- O=C(CCC(=O)c1ccc(F)cc1)NCC1(N2CCCCC2)CCCCC1
    -2.1 | .
- COc1cccc(/C=N/NC(=O)CN(C)S(=O)(=O)c2ccccc2)c1OC
    -0.5 | .
- Cc1ccc(C2=CC(=O)C[C@H](c3ccc4c(c3)OCO4)C2)cc1
    -1.1 | .
- Cc1ccc(C(C)C)c(OCC(=O)N2CCN(c3ncccn3)CC2)c1
    0.3 | .

Next part
Every second line gives: STK33 inh | Kir21 inh
- CC1CCN(S(=O)(=O)c2ccc3[nH]c(=O)c(=O)[nH]c3c2)CC1
    0.4 | -1.2
- CCOC(=O)CN1CC23C=CC(O2)C(C(=O)Nc2ccc(OCC)cc2)C3C1=O (stereo not given)
    -1.1 | 0.58
- COc1cc(C(=O)Oc2ccccc2/C=N/NC(=O)c2ccc(C)cc2)cc(OC)c1OC
    -0.1 | -0.29
- O=C(CCN1C(=O)c2ccccc2C1=O)NC(=S)Nc1ccccc1
    -0.9 | 0.44
- Cc1ccccc1CSCCNC(=O)c1ccc(N(C)S(=O)(=O)c2ccccc2)cc1
    -0.2 | 0.49
- COc1cc2[nH]c(=O)n(CCCCCC(=O)N3CCN(c4ccccn4)CC3)c(=O)c2cc1OC
    -0.3 | -0.76
- CCCCn1c(N)c(N(CCOC)C(=O)COC(=O)C(C)Oc2ccc(Cl)cc2)c(=O)[nH]c1=O (stereo not given)
    -1.3 | -0.78
- COC(=O)c1cc(S(=O)(=O)N2CCN(C3CCCCC3)CC2)c[nH]1
    0.7 | 0.83
- Cc1cc(C)c2nc(SCC(=O)Nc3ccccc3N3CCOCC3)c(C#N)cc2c1
    0.9 | -1.1

One compound at a time, as listed above. Screens in order: STK33 inh, Kir21 inh
Results for O=C(Cn1c(=O)[nH]c2ccccc2c1=O)Nc1ccc2c(c1)OCCO2 = -1.4, 1.4
Results for CC(C(=O)NCCc1ccc(F)cc1)N1CCN(Cc2ccccc2)CC1 (stereo not given) = -1.1, -1.4
Results for CC(Oc1ccccc1)c1ccn[nH]1 (stereo not given) = -1.1, 1.6

Screening results deposited in PubChem BioAssay by several laboratories.
